Screens (PubChem BioAssay)
FEN1 inh = blocks human flap endonuclease 1. P39748. Recombinant FEN1 flap cleavage, fluorescence, 15 min. AID 588795. Potency, µM (doses to about 114 µM), inactives show top-dose activity change, negative = inhibition, usual class: inhibitors. actives 0.35% (n = 390,000); further: nearly all actives have a fitted effect of over 65% in size
Target sequence (P39748 whole entry, looked up): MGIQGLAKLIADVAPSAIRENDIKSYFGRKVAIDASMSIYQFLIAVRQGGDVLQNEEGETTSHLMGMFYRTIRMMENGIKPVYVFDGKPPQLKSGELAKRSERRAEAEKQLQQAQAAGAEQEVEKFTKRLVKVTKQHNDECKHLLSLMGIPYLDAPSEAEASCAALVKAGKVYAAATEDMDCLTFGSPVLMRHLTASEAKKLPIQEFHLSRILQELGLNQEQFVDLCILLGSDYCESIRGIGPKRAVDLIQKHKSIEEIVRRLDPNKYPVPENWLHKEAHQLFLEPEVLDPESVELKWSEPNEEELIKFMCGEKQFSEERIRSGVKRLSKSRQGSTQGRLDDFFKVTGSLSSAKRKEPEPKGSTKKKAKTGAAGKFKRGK
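FEN1 at 10 nM preincubated with compounds 15 min at room temperature, then flap DNA substrate added at 50 nM final. Signal read at 0 and 15 min; concentration-response fitted with four-parameter Hill equation.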
N370S GC = N370S glucocerebrosidase modulation, Gaucher chaperone candidate; P04062; N370S GC spleen homogenate, 4MU-glucoside fluorescence; Potency, µM (doses to about 59.4 µM), without a hit: at the top dose activity change, negative = inhibition, usual class: inhibitors; actives 0.092% (n = 330,000); AID 2101;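 further: 0% = full enzyme activity and -100% = no enzyme basal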
TDP1 cell CPT = DT40-hTDP1 cell growth loss with CPT. chicken DT40 Tdp1-/-;hTDP1 cells + 20 nM CPT, ATP luminescence, 48 h. Potency, µM (top dose mostly 46.2 µM), inactives show at the top dose activity change, negative = growth inhibition, actives largely listed as inhibitors. actives 12% (n = 420,000). AID 686979; further: nearly all actives have a fitted effect of over 55% in size
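Cell growth measured by CellTiter-Glo luminescence after a minimum 48 h, 37 C compound exposure with 20 nM CPT in Tdp1-knockout DT40 cells stably expressing hTDP1, seeded 400/well; qHTS titration format.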
* = called active by the depositor; ? = inconclusive; nt = not tested or not shown; & = joins results of further samples. The call rests on the fitted dose curve; in most records, active means well fitted curve in the direction sought with a large enough effect; inconclusive means small, poorly fitted or top-dose-only effect, or another doubt; inactive means no such curve, though single readings can be large; an effect the other way counts as inactive or inconclusive. Unless noted, on the % scale 0 is the no-effect control and ±100 the full control effect; potency means the concentration at half of the fitted maximal effect. Some of the compounds tested. The share of hits here may be higher or lower than overall.

entry	mol	FEN1 inh	N370S GC	TDP1 cell CPT
1	COc1ccc(C(=O)N/N=C/c2sc(=O)n(Cc3cccc(C(=O)O)c3)c2Cl)cc1	-12%	1%	4%
2	CN(C)S(=O)(=O)c1cccc(COC(=O)C2=COCCO2)c1	?	12%	-7%
3	On1c(-c2ccccc2)nc2ccc(Cl)cc21	-12%	-7%	-19%
4	CC(C)CNC(=O)CSc1nc(-c2cccs2)cc(C(F)(F)F)n1	-3%	0%	?
5	COc1ccc(S(=O)(=O)N2CCCC(C(=O)NCCc3ccccc3)C2)cc1 (configuration not stated)	-4%	-1%	1%
6	COc1ccc(C2=NOC(C(=O)NCc3ccco3)C2)cc1OC (configuration not stated)	-2%	7%	2.6µM*
7	Cc1cc(C)cc(NC(=O)CCn2ccnc2C)c1	-3%	-14%	11%
8	CSc1nc(N(C)NC(=O)c2ccccc2)c2ccccc2n1	4%	0%	0.58µM*

entry	mol	FEN1 inh	N370S GC	TDP1 cell CPT
9	Cc1ccc(C(=O)NCc2ccccc2F)cc1S(=O)(=O)N1CCCC1	-2%	-2%	13%
10	O=C(CSc1nc2ccccc2c(=O)n1-c1ccccc1Cl)NC1CCS(=O)(=O)C1 (configuration not stated)	0%	nt	-24%
11	CC(C)CNC(=O)c1noc2c1CCCC2	-14%	3%	0%
12	CC(=O)N=c1nc(-c2ccccc2)n(-c2ccccc2)s1	-16%	nt	-10%
13	CCC(=O)N(Cc1ccccc1)c1ccccn1	6%	-9%	-1%
14	CCS(=O)(=O)N1CCN(C(=O)c2cc(OC)cc(OC)c2)CC1	-3%	2%	-34%
15	COc1cccc(NC(=O)CNC(=O)c2ccc([N+](=O)[O-])cc2)c1	5%	-3%	-27%
16	CCc1nnc(NC(=O)Cc2ccc(OCc3c(C)noc3C)cc2)s1	-2%	2%	-4%

entry	mol	FEN1 inh	N370S GC	TDP1 cell CPT
17	O=C(CC12CC3CC(CC(Br)(C3)C1)C2)NC1CCCC1	12%	1%	6%
18	Cc1c(Cl)cccc1NC(=O)CSc1nnc(C)n1-c1ccccc1	-3%	5%	?
19	CN(Cc1ccco1)C(=O)Cn1nc(-c2ccc(Cl)cc2)ccc1=O	16%	-2%	?
20	O=C(O)c1cc(S(=O)(=O)NCC2CCCO2)ccc1Cl (configuration not stated)	3%	-1%	-19%
21	CCN(CC)CCNCc1cc(Cl)c(OCC(=O)Nc2ccccc2)c(OC)c1	12%	3%	?
22	CCCN(S(=O)(=O)c1ccccc1F)S(=O)(=O)c1ccccc1Br	-1%	-3%	?
23	COc1ccc(NC(=O)NNC(=O)COc2ccc3ccccc3c2)cc1OC	-6%	-4%	6%
24	O=C(CCCN1C(=O)/C(=C/c2ccc(F)cc2)SC1=S)NC1CCS(=O)(=O)C1 (configuration not stated)	2%	-15%	18µM*

entry	mol	FEN1 inh	N370S GC	TDP1 cell CPT
25	CCCNC(=O)CNC(=S)N(Cc1ccccc1F)C1CCCCC1	-6%	10%	-2%
26	COc1ccc(-n2c(SCC(=O)NCc3ccco3)nc3sc4c(c3c2=O)CCN(C)C4)cc1	-2%	1%	?
27	O=C(CSc1nccn1Cc1ccco1)Nc1cccc(F)c1	19%&0%	-9%	?
28	COCCCNc1nc2c([nH]1)c(=O)[nH]c(=O)n2C	-2%	12%	-10%
29	CCCN1C(=O)/C(=C\c2ccncc2)SC1=Nc1ccccc1	-13%	16%	?
30	COc1cc(C)c(Cl)c(C)c1S(=O)(=O)NC1CC(C)(C)NC(C)(C)C1	0%	-18%	?
31	CC(C)NC(=O)N1CC2(CCN(C(=O)c3cc(C(F)(F)F)cc(C(F)(F)F)c3)CC2)C1	nt	0%	2%
32	CC(/C=N/n1c(-c2ccc(Cl)cc2)n[nH]c1=S)=C\c1ccco1	-13%	1%	?

entry	mol	FEN1 inh	N370S GC	TDP1 cell CPT
33	O=C(O)c1ccc(Cl)c(S(=O)(=O)NCC2CCCO2)c1 (configuration not stated)	6%	8%	-18%
34	CC(=O)C1=C(O)C(=O)N(c2ccc(Br)cn2)C1c1ccc(F)cc1 (configuration not stated)	-1%	10%	15%
35	Cc1ccc(S(=O)(=O)N2CCCCC2)cc1NC(=O)COC(=O)CN1C(=O)NC2(CC(C)CC(C)(C)C2)C1=O (configuration not stated)	-15%	nt	?
36	CC(=O)NC(C)(CC(=O)c1ccccc1)c1ccccc1 (configuration not stated)	1%	nt	3%
37	COc1ccc(CNCCCSc2nnnn2C)c(OC)c1	21%	nt	-4%
38	O=C(Nc1ccc2c(c1)OCO2)c1ccc2nc[nH]c2c1	3%	-2%	-20%
39	CCCCn1c(N)c(N(CC(C)C)C(=O)C2=COCCO2)c(=O)[nH]c1=O	10%	nt	5%
40	CCNC(=S)N1CCc2cc(OC)c(OC)cc2C1COc1ccc(F)cc1 (configuration not stated)	1%	-1%	-2%

entry	mol	FEN1 inh	N370S GC	TDP1 cell CPT
41	COc1cccc(/C=N/NC(=O)c2cc3cc([N+](=O)[O-])ccc3s2)c1O	50µM*	-10%	0.92µM*
42	O=C(CN1CCN(Cc2ccccc2)CC1)Nc1ccccc1-c1ccccc1	-19%	-2%	26µM*
43	CC(=O)Nc1ccc(S(=O)(=O)NCCC(=O)OCC(=O)c2cc(C)ccc2C)cc1	-1%	-15%	0%
44	COc1cc(S(=O)(=O)NCCOC23CC4CC(CC(C4)C2)C3)c(OC)cc1Cl	-34%	4%	15µM*
45	CCOC(=O)c1ccc(NC(=O)COC)cc1	9%	4%	-23%
46	O=[N+]([O-])c1cc(S(=O)(=O)Nc2cccc(Cl)c2)ccc1N=Nc1c(O)[nH]c2ccccc12	?	-5%	21µM*
47	Cc1cccc(NC(=S)NCc2ccco2)c1C	6%	3%	-24%
48	CCOc1ccc2c(c1)c(=O)c(C(=O)c1ccc(CC)cc1)cn2CC(=O)Nc1cccc(Cl)c1	13%	nt	?

entry	mol	FEN1 inh	N370S GC	TDP1 cell CPT
49	COc1cc(NC(=O)CN2CCN(c3ccccc3F)CC2)cc(OC)c1	-5%	-9%	-12%
50	O=C(NCc1ccccc1)C1CCCN(c2ncnc3c2nc2n3CCCCC2)C1 (configuration not stated)	2%	17%	?
51	Cc1ccc(OC(=O)c2cccc(S(=O)(=O)N3CCN(C)CC3)c2)c(Br)c1	-10%	-24%	-5%
52	Cc1nc2c3cc(Cl)ccc3n(CCN3CCCCC3)c2s1	?	-6%	21µM*
53	COc1ccc(CN(C(=O)c2ccccc2Br)C2CCS(=O)(=O)C2)cc1 (configuration not stated)	-8%	1%	6%
54	CCc1cccc(-n2nnc(S(=O)(=O)c3ccc(OC)cc3)c2C)c1	-18%	nt	-19%
55	CCOc1ccc(/C=N/NC(=O)Nc2ccccc2)cc1	0%	9%	3%
56	CC1CC(C)(C)NC(=S)N1CCCC(=O)Nc1ccc(Br)cc1 (configuration not stated)	-3%	2%	?

4 structures already listed, sorted by length of the SMILES, high to low:
entry	mol	FEN1 inh	N370S GC	TDP1 cell CPT
51	Cc1ccc(OC(=O)c2cccc(S(=O)(=O)N3CCN(C)CC3)c2)c(Br)c1	-10%	-24%	-5%
53	COc1ccc(CN(C(=O)c2ccccc2Br)C2CCS(=O)(=O)C2)cc1 (configuration not stated)	-8%	1%	6%
49	COc1cc(NC(=O)CN2CCN(c3ccccc3F)CC2)cc(OC)c1	-5%	-9%	-12%
52	Cc1nc2c3cc(Cl)ccc3n(CCN3CCCCC3)c2s1	?	-6%	21µM*

(listing goes on)
entry	mol	FEN1 inh	N370S GC	TDP1 cell CPT
57	COc1ccc(CCCc2nnc(SCC(=O)Nc3ccc(C)cc3)o2)cc1C	1%	nt	7%
58	Cn1ncc2c(Nc3cccc(F)c3)ncnc21	11%	nt	-30%
59	O=C(/C=N/O)Nc1ccc2sc3ccccc3c2c1	3%	9%	6%
60	Cc1cccc(C)c1N=Nc1c(C)cc(O)cc1C	-17%	16%	13%
61	O=S(=O)(NCC(c1ccco1)N1CCOCC1)c1ccc(F)cc1 (configuration not stated)	-13%	nt	-12%
62	C=CCOC(=O)C1=C(C)NC(=O)NC1c1ccc(O)cc1 (configuration not stated)	4%	-7%	-1%
63	Cc1cccc(C)c1NC(=O)NC1(C(=O)N2CCCCC2)CCCCC1	6%	-1%	1%
64	Cn1c(N2CCOCC2)c(/C=N/O)c2ccccc21	-11%	0%	?

entry	mol	FEN1 inh	N370S GC	TDP1 cell CPT
65	Cc1oc(C(C)(C)C)cc1C(=O)Nc1cccc(C(=O)O)c1	3%	-16%	1%
66	N#CC1(NC(=O)COC(=O)c2ncc(Cl)c(Cl)c2Cl)CCCCC1	0%	1%	-3%
67	O=C(NCCc1ccccn1)c1cccc(S(=O)(=O)N2CCCCCC2)c1	5%	-3%	1%
68	Cc1ccc(-n2c(-c3ccc(Cl)cc3Cl)n[nH]c2=S)cc1	-2%	-20%	-7%
69	COCC(=O)N1CCC2(CCCN(C(c3ccccc3)c3ccccc3)C2)CC1	nt	-17%	8%
70	CN(CC(=O)Nc1ccc(F)cc1Cl)Cc1cccs1	-14%	9%	-1%
71	COc1ccc(CCNCC(C)c2ccccc2)cc1 (configuration not stated)	6%	-9%	-10%
72	O=C(c1ccccc1F)N1CCC(N2CCCCCC2)CC1	1%	?	-30%

Two records picked at random from the list so far:
entry	mol	FEN1 inh	N370S GC	TDP1 cell CPT
72	O=C(c1ccccc1F)N1CCC(N2CCCCCC2)CC1	1%	?	-30%
69	COCC(=O)N1CCC2(CCCN(C(c3ccccc3)c3ccccc3)C2)CC1	nt	-17%	8%

Next section.
entry	mol	FEN1 inh	N370S GC	TDP1 cell CPT
73	Cc1ccc(-n2nc(C)c3c(C(F)(F)F)cc(-c4cccnc4)nc32)cc1Cl	22%	nt	0%
74	O=C(NCCN1CCN(c2ccccc2)CC1)Nc1ccccc1Cl	-6%	-5%	-3%
75	C=CCNC(=S)Nc1nc2c(cc1C(=O)OCC)CCCC2	16%	?	?
76	Cc1cccc(NS(=O)(=O)c2ccc(C)c(C(=O)NC3CCN(Cc4ccccc4)CC3)c2)c1	13%	nt	?
77	COc1ccc(S(=O)(=O)N(CC(=O)NCC2CCCO2)c2ccc(Cl)cc2)cc1 (configuration not stated)	-6%	7%	-13%
78	COc1ccc(C(=O)Nc2ccc3[nH]ncc3c2)cc1	2%	1%	-7%
79	Cc1oc(S(=O)(=O)N2CCCC2)cc1C(=O)Nc1ccc(F)cc1	-16%	3%	-4%
80	CCCCn1c2ccc(F)cc2c2nnc(NN)nc21	-17%	-5%	18µM*

entry	mol	FEN1 inh	N370S GC	TDP1 cell CPT
81	O=C(O)c1ccc(C=NN=C2c3ccccc3-c3ccccc32)cc1	-5%	nt	?
82	CC1CCC/C(=N/NC(=O)c2ccccc2-n2cccc2)C1 (configuration not stated)	-6%	2%	2%
83	O=C(CSc1nn(-c2ccc(F)cc2)c(=S)s1)N1CCN(C(=O)c2ccco2)CC1	-5%	0%	-26%
84	Fc1cccc(CSc2nnc3ccc(-c4ccncc4)nn23)c1	-3%	-12%	?
85	Cn1ncc(Cl)c1C(=O)Nc1cccc(Cl)c1	8%	6%	-10%
86	CCn1c(SCC(=O)Nc2ccc(C(C)=O)cc2)nc2c([nH]c3ccccc32)c1=O	-17%	7%	?
87	O=C(c1cc2c(s1)CCCC2)N1CCN(c2ccccc2)CC1	-15%	13%	?
88	CC(C)NC(=O)c1cc2n(n1)C(C(F)(F)F)CC(c1ccco1)N2 (configuration not stated)	-16%	6%	8%

entry	mol	FEN1 inh	N370S GC	TDP1 cell CPT
89	CC1CCCCN1C(=O)c1ccc(COc2ccc([N+](=O)[O-])cc2)o1 (configuration not stated)	-9%	-13%	-2%
90	CC1CC(C)CN(S(=O)(=O)c2ccc(C(=O)NCc3ccc4c(c3)OCO4)cc2)C1 (configuration not stated)	-9%	3%	16µM*
91	COc1ccccc1Nc1nc(N)nc(CSC(=S)N2CCCCC2)n1	-26%	3%	8.2µM*
92	CCCN(C(=O)c1cccc(S(=O)(=O)N2CCCc3ccccc32)c1)C1CCS(=O)(=O)C1 (configuration not stated)	19%	nt	?
93	Cc1ccc(NC(=O)CSc2n[nH]c(-c3ccncc3)n2)cc1	2%	23%	-3%
94	CCCn1c(=O)[nH]c(=O)c2c1nc(-c1ccc(C#N)cc1)n2CCOC	3%	-5%	6%
95	COc1cc(NC(=O)c2ccccc2F)ccc1NC(=O)c1cc2ccccc2o1	-1%	?	?
96	COCCCNC(=O)CCn1c(=O)c2ccccc2n(CC(=O)Nc2c(C)cccc2C)c1=O	6%	-21%	-11%

entry	mol	FEN1 inh	N370S GC	TDP1 cell CPT
97	CN(Cc1ccco1)C(=O)c1ccc2c(c1)N(Cc1ccccc1F)C(=O)c1ccccc1S2	-5%	nt	21µM*
98	CCCCSc1nnc([C@@H](NC(=O)OC(C)(C)C)C(C)C)o1	14%	25%	?
99	Cc1ccnc(NC(=O)C2(c3cccs3)CCOCC2)c1	4%	1%	-17%
100	CCCNC(=O)c1cc2nc(-c3ccccc3)cc(C(F)(F)F)n2n1	-1%	2%	?
101	CCN1CCCC1CNC(=O)C(NC(=O)C1CCC(C)CC1)C(C)C (configuration not stated)	-2%	2%	1%
